MrgX1 ag – human MrgX1 receptor agonism, primary screen; AID 588627; 310,000 tested, 0.44% active; MrgX1-HEK293 cells, Fluo-4 calcium fluorescence, agonist mode; stronger effect = higher value; B-score at 10 µM;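 active means calcium response B-score plate-corrected fluorescence ratio at least 3 library SD, with starting fluorescence B-score inside 5 SD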
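Assay system: MrgX1-expressing HEK293 cells / Amount: fifteen thousand cells per well / Doses: test compound in the initial addition of three / Timing: cells plated overnight, dye loaded 0.5 h 37 °C, 0.5 h room temperature / Technique: kinetic calcium dye fluorescence, Fluo-4 NW / Control set: positive and negative controls per plate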
TMEM16A inh – blocks the mouse calcium-activated chloride channel TMEM16A; 310,000 tested, 1.2% active; AID 588511; normalized B-score (activity score, 25-100; higher = stronger inhibition) at 10 µM; HEK293 TMEM16A/YFP iodide influx fluorescence, ionomycin; Q8BHY3;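 active means ratio plate-corrected score three or more library SD toward inhibition, starting fluorescence score within five deviations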;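 further: score derived from kinetic fluorescence span divided by baseline fluorescence per well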
Target sequence (Q8BHY3 whole entry, looked up): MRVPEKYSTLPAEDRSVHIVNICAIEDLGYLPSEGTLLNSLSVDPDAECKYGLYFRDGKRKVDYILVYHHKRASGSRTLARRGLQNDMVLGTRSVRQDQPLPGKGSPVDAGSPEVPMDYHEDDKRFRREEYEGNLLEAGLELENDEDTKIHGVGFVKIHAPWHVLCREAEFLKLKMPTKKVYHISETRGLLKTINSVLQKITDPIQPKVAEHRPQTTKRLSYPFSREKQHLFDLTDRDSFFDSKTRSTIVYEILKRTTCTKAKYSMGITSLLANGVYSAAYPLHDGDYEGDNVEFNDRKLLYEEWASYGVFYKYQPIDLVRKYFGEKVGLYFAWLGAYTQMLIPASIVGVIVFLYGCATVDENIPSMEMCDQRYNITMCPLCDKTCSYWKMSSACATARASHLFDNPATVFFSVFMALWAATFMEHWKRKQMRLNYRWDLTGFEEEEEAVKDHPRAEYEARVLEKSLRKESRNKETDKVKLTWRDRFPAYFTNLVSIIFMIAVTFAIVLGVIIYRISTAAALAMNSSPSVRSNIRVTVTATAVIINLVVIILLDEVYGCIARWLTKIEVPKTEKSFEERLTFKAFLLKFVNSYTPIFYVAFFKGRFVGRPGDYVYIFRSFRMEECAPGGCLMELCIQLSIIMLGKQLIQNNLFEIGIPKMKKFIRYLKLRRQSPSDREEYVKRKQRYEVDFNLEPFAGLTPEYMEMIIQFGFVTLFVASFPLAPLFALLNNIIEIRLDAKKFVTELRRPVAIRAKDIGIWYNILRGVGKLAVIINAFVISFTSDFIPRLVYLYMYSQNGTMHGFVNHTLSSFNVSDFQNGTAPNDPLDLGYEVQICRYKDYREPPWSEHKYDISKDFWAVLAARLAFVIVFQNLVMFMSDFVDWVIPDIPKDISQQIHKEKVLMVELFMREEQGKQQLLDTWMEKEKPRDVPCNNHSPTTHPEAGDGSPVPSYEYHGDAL
TRPC6 act – activators of mouse TRPC6 channel; Q61143; HEK293-TRPC6 membrane potential dye fluorescence; stronger effect = higher value; B-score at 10 µM; 310,000 tested, 0.13% active; AID 2550;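 active means B-score of the integrated fluorescence ratio above library mean plus 3 SD, and starting fluorescence ratio within library mean plus 5 SD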;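 further: higher score means more depolarization so channel activation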
TRPC4 act – opens the mouse TRPC4 cation channel; Q9QUQ5; HEK293 TRPC4beta/mu-opioid, Fluo4 calcium fluorescence; stronger effect = higher value; B-score at 10 µM; 310,000 tested, 0.49% active; AID 2237;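 active means B-score above 5 SD of library B-scores, and initial fluorescence ratio not above library mean plus 5 SD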;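 further: positive B-score marks a calcium rise read as TRPC4 activation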
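Test system: HEK293 cells stably co-expressing mouse TRPC4beta and mu-opioid receptor | Schedule: Fluo4 dye loading 45 min at room temperature, 110 s recording | Measured by: Kinetic Fluo4 calcium fluorescence, 5 s baseline at 1 Hz | Evaluation: B score of integrated ratio | Controls: Buffer (low) and maximal DAMGO (high)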
TRPC6 inhibitor – blocks the mouse TRPC6 cation channel. HEK293-TRPC6, membrane potential dye, ACh-evoked depolarization; stronger effect = lower value. AID 2553. 310,000 tested, 1.1% active. B-score at 10 µM. Q61143;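 active means B-score under library mean minus 3 SD, initial fluorescence not abnormally high, positive integrated signal ratio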;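 further: B-score derived from integrated fluorescence ratio over the kinetic read; more negative B-score means stronger inhibition of depolarization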
MrgX1 PAM – allosterically activates human MrgX1 receptor signaling | 310,000 tested, 0.63% active | Q96LB2 | AID 588675 | B-score at 10 µM | MrgX1-HEK293, Fluo-4 calcium flux, FDSS; stronger effect = higher value;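 active means plate-corrected calcium response at least 3 library SD above typical, normal starting fluorescence, not activating the receptor alone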;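 further: compound read alongside a low EC10 to EC30 dose of BAM8-22 agonist; peak minus trough fluorescence over baseline measured at the second addition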
TRPC4 inh – TRPC4 (mouse) channel inhibition. B-score at 10 µM. AID 2247. HEK293 TRPC4beta/mu-opioid, DAMGO-evoked Fluo4 calcium flux; stronger effect = lower value. Q9QUQ5. 300,000 tested, 0.39% active;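 active means B-score over 3 SD under the library average, no early fluorescence shift, positive overall ratio signal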
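Test system – stable TRPC4beta/mu-opioid receptor HEK293 cells · Probe or stimulus – DAMGO, a submaximal dose followed by a maximal one · Dosing – one concentration per compound · Signal – Fluo4 calcium fluorescence by kinetic imaging, 5 s 1 Hz baseline · Evaluation – per-well B score of integrated baseline-normalized Fluo4 ratio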
ANO1 activ – activates or potentiates the mouse TMEM16A chloride channel. Q8BHY3. HEK293 TMEM16A/YFP-H148Q/I152L, iodide quench fluorescence; stronger effect = lower value. B-score at 10 µM. 340,000 tested, 0.3% active. AID 623877;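 active means fluorescence-ratio B-score plate-corrected deviation score at least 3 library SD below zero, with starting fluorescence score within 5 deviations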;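 further: channel opened by trigger with iodide after compound preincubation; score built on the fluorescence ratio of max minus min over baseline; more negative score means more quench and so TMEM16A activation or potentiation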
TRPC4 PAM – TRPC4 (mouse) allosteric potentiation | Q9QUQ5 | HEK293 TRPC4beta/mu-opioid, DAMGO EC20, Fluo-4 Ca2+ flux; stronger effect = higher value | B-score at 10 µM | 310,000 tested, 0.42% active;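 active means B-score of calcium response area above 5 SD of library B-scores, with initial fluorescence ratio within 5 SD of library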;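 further: B-score of integrated fluorescence ratio over time as area under calcium response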
MrgX1 antagonist – blocks BAM8-22 activation of human MrgX1 receptor; B-score at 10 µM; Q96LB2; 310,000 tested, 1.3% active; MRGX1-HEK293 calcium flux, Fluo-4, BAM8-22 antagonism; stronger effect = lower value;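 active means calcium-response B-score plate-corrected more than 3 library SD below zero, starting fluorescence within 5 deviations, no agonist response on first addition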;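 further: peak minus trough fluorescence over baseline after final BAM8-22 challenge near maximal dose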
SKKanGAS inh – blocks kanamycin growth of S. pyogenes SKKanGAS strain; BacTiter-Glo, 6 h; inhibition, % at 7.5 µM; 300,000 tested, 1.3% active; AID 1662;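 active means mean replicate score, as percent of positive control median, at least 50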;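 further: strain carries kanamycin resistance gene driven by streptokinase promoter and grows in 40 µg/ml kanamycin; loss of luminescence reflects streptokinase promoter inhibition or plain growth inhibition; 0% = median of DMSO wells and 100% = positive control at its reference dose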
* hit, by the source's call; i = inactive; . = not tested or not shown.

SMILES	MrgX1 ag	TMEM16A inh	TRPC6 act	TRPC4 act	TRPC6 inhibitor	MrgX1 PAM	TRPC4 inh	ANO1 activ	TRPC4 PAM	MrgX1 antagonist	SKKanGAS inh
O=[n+]1cc(-c2cccc3ccccc23)n([O-])c2c1CCC2	i	i	i	i	i	i	i	i	i	i	-6
Cc1ccc(NC(=O)C(C)SCc2nc3sc(C)c(C)c3c(=O)[nH]2)nc1 (stereo unspecified)	i	i	i	i	i	i	i	i	i	i	4
COc1ccc(S(=O)(=O)NC2CCCCC2)cc1F	i	i	i	i	i	i	i	i	i	i	6
CC1CN(CC(=O)Nc2nc3ccccc3s2)CC(C)O1 (stereo unspecified)	i	i	i	i	i	i	i	i	i	i	15
COCc1nnc(NC(=O)c2ccc(S(=O)(=O)N(C)Cc3ccccc3)cc2)o1	i	i	i	i	i	i	i	i	i	i	39
COc1ccc(/C=N/NC(=O)C(=O)Nc2ccccn2)cc1OC	i	i	i	i	i	i	i	i	i	i	3
O=C(CNC(=O)c1ccc(Cl)cc1)N/N=C/C=C/c1ccccc1	i	i	i	i	i	i	i	i	i	i	-2
C=CCSc1nnc(CNC(=O)c2ccccc2C)n1C(C)C	i	i	i	i	i	i	i	i	i	i	7
CC(C)(C)C(=O)Nc1nnc(SCC(=O)NC2CC2)s1	i	i	i	i	i	i	i	i	i	i	-1
CCCCCCC(=O)OCC(=O)c1ccc2c(c1)NC(=O)CO2	i	i	i	i	i	i	i	i	i	i	-21
Cc1csc(SCC(=O)NC(C)c2ccc(F)cc2)n1 (stereo unspecified)	i	i	i	i	i	i	i	i	i	i	0
Cc1cc(C)c(NS(=O)(=O)c2c(C(=O)N3CCOCC3)c(C)n(C)c2C)c(C)c1	i	i	i	i	i	i	i	i	i	i	6
O=C(O)CCC(=O)NNc1ccccc1[N+](=O)[O-]	i	i	i	i	i	i	i	i	i	i	9
O=C(Oc1ccc(Br)cc1C(=O)/C=C/c1ccccc1F)c1ccco1	i	i	i	i	i	i	i	i	i	i	12
C=C(C)COc1ccc(-c2nc(N)ncc2-c2ccc(OC)c(OC)c2)c(O)c1	i	i	i	i	i	i	i	i	i	i	-4
COc1cc(CNc2ccc(CNc3ncn[nH]3)cc2)cc(Cl)c1OCc1ccccc1	i	i	i	i	i	i	i	i	i	i	7
FC(F)(F)C(Oc1nc(NC2CCCCC2)nc(N2CCOCC2)n1)C(F)(F)F	i	i	i	i	i	i	i	i	i	i	9
O=C(Nc1cc(Cl)cc(Cl)c1)C(NCCCO)c1ccccc1 (stereo unspecified)	i	i	i	i	i	i	i	.	i	i	-5
CCc1ccc(S(=O)(=O)N/N=C\c2cn(CC(N)=O)c3ccccc23)cc1	.	.	i	i	i	.	i	i	i	.	3
CCOc1cc(N2CCOCC2)c(OCC)cc1NC(=O)CSc1nccc(C)n1	i	i	i	i	i	i	i	i	i	i	-1
COc1ccccc1N1CCN(CCC(=O)Nc2ccc3c(c2)OCO3)CC1	i	i	i	i	i	i	i	i	i	i	0
CC1(C)Cc2ccccc2C(=NCC(=O)O)N1	i	i	i	i	i	i	i	i	i	i	-5
CC(C)C1Cc2ccccc2-c2[nH]c(=S)[nH]c(=O)c21 (stereo unspecified)	i	i	i	i	i	i	i	i	i	i	18
COc1ccc(NC(=O)Nc2ccccc2C)c(OC)c1	i	i	i	i	i	i	i	i	i	i	3
Nc1nn(-c2cccc(F)n2)cc1-c1ccc(Cl)cc1	.	.	i	i	i	.	i	i	i	.	-2
CC(C)c1ccccc1NC(=O)CNCCc1ccc(C(F)(F)F)cc1	i	i	i	i	i	i	i	i	i	i	4
O=C(Cn1ccc(C(F)(F)F)n1)N=Nc1c(O)[nH]c2ccc(Br)cc12	i	i	i	i	i	i	i	i	i	i	0
COc1ccc(-c2[nH]ncc2CN(C)Cc2cccnc2)c(F)c1	i	i	i	i	i	i	i	i	i	i	-3
O=C(N/N=C\c1ccc(Br)cc1)c1ccc(Cn2cccn2)o1	i	i	i	i	i	i	i	i	i	i	-3
C/C(=N/NC(=O)CNC(=O)COc1cccc(C)c1)c1ccc(Cl)cc1	i	i	i	i	i	i	i	i	i	i	-1
COc1cccc2sc3ccc(C#Cc4ccc(N)cc4)cc3c(=O)c12	i	i	i	i	i	i	i	i	i	i	76*
O=CN1CCCN(Cc2nc(Cc3ccccc3F)no2)CC1	i	i	i	i	i	i	i	i	i	i	-5
CCN(CC)S(=O)(=O)c1cc(NC(=O)C2Cc3ccccc3C(=O)O2)ccc1C (stereo unspecified)	i	i	i	i	i	i	i	i	i	i	-3
CCO[C@@H]1OC(C(=O)O)=C[C@H](c2ccc(Br)cc2)[C@H]1CCCO	i	i	i	i	i	i	i	i	i	i	2
Cc1ccccc1Cn1cnc2ccccc2c1=O	i	i	i	i	i	i	i	i	i	i	1
CCOC(=O)C1(Cc2cccc(OC)c2)CCCN(C(=O)CCSC)C1 (stereo unspecified)	i	i	i	i	i	i	i	i	i	i	2
Cc1ccc(NC(=O)Cn2c(CCC(=O)O)ccc2-c2cccs2)cc1	i	i	i	i	i	i	i	i	i	i	1
CC(C)(C)OC(=O)NNC(=O)c1cccs1	i	i	i	i	i	i	i	i	i	i	-5
Cc1ccc(CN2C(=O)N/C(=C/c3cc(C)n(-c4ccccn4)c3C)C2=O)cc1	i	i	i	i	i	i	i	i	i	i	14
CC(C(=O)O)N1C(=O)c2ccccc2C1=O (stereo unspecified)	i	i	i	i	i	i	i	i	i	i	2
CCCCCCSc1ccc([C@H]2N[C@@](C)(C(=O)OC)[C@H]3C(=O)N(CC)C(=O)[C@@H]23)cc1	i	i	i	i	i	i	i	i	i	i	7
CC1CC(C)CN(S(=O)(=O)c2ccc(NC(=O)CN3C(=O)NC(C)(c4ccccc4)C3=O)cc2)C1 (stereo unspecified)	i	i	i	i	i	i	i	i	i	i	0
O=C(CN1CCc2ccccc21)NN1CC(=O)N(c2ccc(Cl)cc2)CC1=O	i	i	i	i	i	i	i	i	i	i	6
CCOC(=O)C1=C(C)Nc2ccccc2N=C1NC(=O)/C=C/c1ccc(OC)cc1OC	i	i	i	i	i	i	i	i	i	i	16
O=C1c2cc([N+](=O)[O-])cc3cc([N+](=O)[O-])cc(c23)C(=O)N1c1ccccn1	i	i	i	i	i	i	i	i	i	i	20
O=C(Cc1cccc(C(F)(F)F)c1)NCc1ccc(Cl)cc1	i	i	i	i	i	i	i	i	i	i	5
CN(C)S(=O)(=O)N(CCN1CCOCC1)Cc1ccccc1F	i	i	i	i	i	i	i	i	i	i	1
COCCn1nnnc1C(c1cc2cc(OC)ccc2[nH]c1=O)N1CCC(Cc2ccccc2)CC1 (stereo unspecified)	i	i	i	i	i	i	i	i	i	i	-4
O=C(CCN1Cc2ccccc2C1)c1ccc2c(c1)OCCO2	i	i	i	i	i	i	i	i	i	i	-3
COc1ccc(/C=C/C(=O)C2(O)CCCCC2)cc1OC	i	i	i	i	i	i	i	i	i	i	2
N#Cc1ccc(S(=O)(=O)N2CCN(c3ncccn3)CC2)cc1	i	i	i	i	i	i	i	i	i	i	-7
COc1ccc(NC(C#N)c2ccc(OC)cc2)cc1 (stereo unspecified)	i	i	i	i	i	i	i	i	i	i	3
C/C(=N\Nc1ncc(Cl)cc1Cl)c1ccc(C#N)cc1	i	i	i	i	i	i	i	i	i	i	-1
CCOc1ccc(NC(=O)C2C3C=CC4(CN(C(C(=O)OC)C(C)C)C(=O)C24)O3)cc1 (stereo unspecified)	i	i	i	i	i	i	i	i	i	i	0
COc1ccc(NC(=O)C(=O)c2cn(CC(=O)N3CCCC3)c3ccccc23)cc1	i	i	i	i	i	i	i	i	i	i	-2
CS(=O)(=O)N(CC(=O)N1CCCC1)c1ccc2c(c1)OCCO2	i	i	i	i	i	i	i	i	i	i	1
CC(C)C[C@@H](NC(=O)C1CCC(CNC(=O)[C@H](Cc2ccccc2)NC(=O)OC(C)(C)C)CC1)C(=O)O (stereo partly specified)	.	.	i	i	i	.	i	i	i	.	-3
CCOC(=O)CN(Cc1sccc1C)C(=O)Nc1cccc(OC)c1	i	i	i	i	i	i	i	i	i	i	-12
COc1ccc(N2CCN(S(=O)(=O)c3ccc(Cl)s3)CC2)cc1	i	i	i	i	i	i	i	i	i	i	-3
CCOC(=O)Cn1nnc(-c2ccc(OCC(C)C)cc2)n1	i	i	i	i	i	i	i	i	i	i	0

Next part.
SMILES	MrgX1 ag	TMEM16A inh	TRPC6 act	TRPC4 act	TRPC6 inhibitor	MrgX1 PAM	TRPC4 inh	ANO1 activ	TRPC4 PAM	MrgX1 antagonist	SKKanGAS inh
Cc1ccc(S(=O)(=O)CC(=O)Nc2nc(-c3ccccc3)cs2)cc1	i	i	i	i	i	i	i	-5*	i	i	2
C=CCNC(=O)/C(=C/c1cccc([N+](=O)[O-])c1)NC(=O)c1ccco1	i	i	i	i	i	i	i	i	i	i	-1
COc1ccc(C=NCCCN2CCOCC2)cc1	i	i	i	i	i	i	i	i	i	i	-1
CCn1ncc(Cl)c1C(=O)Nc1cc(Cl)ccc1Cl	i	i	i	i	i	i	i	i	i	i	0
COc1ccc(CCN2CC(C(=O)N(C)Cc3c(C)n[nH]c3C)CCC2=O)cc1 (stereo unspecified)	.	.	i	i	i	.	i	i	i	.	15
O=S(=O)(c1ccc(N2CCN(CCO)CC2)nc1)N1CCOCC1	i	i	i	i	i	i	i	i	i	i	-13
COCCCNC(=O)Cn1cnc2sc(C)c(S(=O)(=O)N3CC(C)CC(C)C3)c2c1=O (stereo unspecified)	i	i	i	i	i	i	i	i	i	i	-2
O=C(/C=C/c1ccccc1)NC(=S)NNS(=O)(=O)c1ccccc1	i	i	i	i	i	i	i	i	i	i	-1
CCOC(=O)C1CCN(c2nc(C)cc(C)c2C#N)CC1	i	i	i	i	i	i	i	i	i	i	2
